Screening results from PubChem BioAssay.
BLM helicase inh = inhibitors of human Bloom syndrome helicase BLM; P54132; recombinant BLM DNA unwinding, fluorescence dequenching; Potency, µM (titrated, usually from 56.1 µM), for inactives: at the highest dose activity change, negative = inhibition, hits mostly inhibitors; 0.2% of 350,000 active; AID 2528;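 further: plate controls were vehicle for no effect and no enzyme for full effect; nearly all actives have a fitted effect of over 35% in size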
BAZ2B inh = BAZ2B (human) inhibition. AlphaScreen BAZ2B-H3K14Ac peptide displacement. AID 504333. 4.4% of 360,000 active. Q9UIF8. Potency, µM (highest dose often 114 µM), for the others: at the highest dose activity change, negative = inhibition, usual class: inhibitors; further: on the % scale 0 is the no-effect control and ±100 the full control effect; nearly all actives have a fitted effect of over 60% in size
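BAZ2B 50 nM plus b-H3(5-23)K14Ac 50 nM, PBS pH 7.4/0.01% Tween-20, 30 min RT; compound added (max 110 uM), 30 min RT; streptavidin donor/Ni-chelate acceptor beads 10 ug/mL final, 20 min dark; AlphaScreen read.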
Pin1 inhibitor = human Pin1 inhibition; Potency, µM (doses to about 115 µM), without a hit: top-dose activity, negative = inhibition, hits mostly inhibitors; 0.009% of 390,000 active; Pin1 FP peptide displacement, HiFluor488, 10 min; active means well fitted inhibition curve with a large enough effect in the polarisation, with a control signal flat, not every such curve was filed as active; inconclusive means small, poorly fitted or top-dose-only effect, or effect the other way, or a change in a side signal; inactive means no such curve, though single readings can be large or run the other way; the % refers to the polarisation; further: on the % scale 0 is the no-effect control and ±100 the full control effect
Target sequence (Q13526 whole entry, looked up): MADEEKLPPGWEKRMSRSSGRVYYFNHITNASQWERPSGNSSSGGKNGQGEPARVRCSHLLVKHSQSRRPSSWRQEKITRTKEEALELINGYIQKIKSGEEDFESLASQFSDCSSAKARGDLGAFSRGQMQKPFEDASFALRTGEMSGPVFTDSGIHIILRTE
JMJD2A Tudor = inhibitors of human JMJD2A Tudor domain; AlphaScreen JMJD2A-Tudor / H3K4me3 peptide binding; 4.4% of 390,000 active; AID 504339; O75164; Potency, µM (titrated, usually from 114 µM), without a hit: at the top dose activity change, negative = inhibition, usual class: inhibitors; further: on the % scale 0 is the no-effect control and ±100 the full control effect; nearly all actives have a fitted effect of over 50% in size
G9a block = G9a (human) methyltransferase inhibition; 8.8% of 350,000 active; AID 504332; Potency, µM (highest dose often 102 µM), for the others: top-dose activity, negative = inhibition, most hits filed as inhibitors; G9a H3K9 monomethylation, AlphaScreen, 2 h; further: on the % scale 0 is the no-effect control and ±100 the full control effect; nearly all actives have a fitted effect of over 75% in size
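Using a bead-based AlphaScreen, monomethylated H3K9 product from 2 h room-temperature reactions (G9a 20 nM, peptide 500 nM, SAM 20 uM) was detected with 0.5 ug/mL rabbit anti-H3K9me1 antibody.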
Pol iota inh = DNA polymerase iota (human) inhibition; Pol iota fluorescent replication assay, 10 min; AID 588590; Potency, µM (titrated, usually from 115 µM), without a hit: at the highest dose activity, negative = inhibition, actives largely listed as inhibitors; Q9UNA4; 1% of 390,000 active
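Pol iota at 10 nM preincubated 15 min with compounds at room temperature; reaction started with fluorescent substrate, 50 nM final. Fluorescence read kinetically at 0 and 10 min; buffer-only wells as negative control.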
GLS inh = blocks human kidney-isoform glutaminase activity. O94925. GLS enzymatic activity, qHTS titration. Potency, µM (top dose mostly 45.5 µM), inactives show top-dose activity change, negative = inhibition, usual class: inhibitors. 0.21% of 410,000 active. AID 624170; further: on the % scale 0 is the no-effect control and ±100 the full control effect
Target sequence (O94925 whole entry, looked up, canonical isoform): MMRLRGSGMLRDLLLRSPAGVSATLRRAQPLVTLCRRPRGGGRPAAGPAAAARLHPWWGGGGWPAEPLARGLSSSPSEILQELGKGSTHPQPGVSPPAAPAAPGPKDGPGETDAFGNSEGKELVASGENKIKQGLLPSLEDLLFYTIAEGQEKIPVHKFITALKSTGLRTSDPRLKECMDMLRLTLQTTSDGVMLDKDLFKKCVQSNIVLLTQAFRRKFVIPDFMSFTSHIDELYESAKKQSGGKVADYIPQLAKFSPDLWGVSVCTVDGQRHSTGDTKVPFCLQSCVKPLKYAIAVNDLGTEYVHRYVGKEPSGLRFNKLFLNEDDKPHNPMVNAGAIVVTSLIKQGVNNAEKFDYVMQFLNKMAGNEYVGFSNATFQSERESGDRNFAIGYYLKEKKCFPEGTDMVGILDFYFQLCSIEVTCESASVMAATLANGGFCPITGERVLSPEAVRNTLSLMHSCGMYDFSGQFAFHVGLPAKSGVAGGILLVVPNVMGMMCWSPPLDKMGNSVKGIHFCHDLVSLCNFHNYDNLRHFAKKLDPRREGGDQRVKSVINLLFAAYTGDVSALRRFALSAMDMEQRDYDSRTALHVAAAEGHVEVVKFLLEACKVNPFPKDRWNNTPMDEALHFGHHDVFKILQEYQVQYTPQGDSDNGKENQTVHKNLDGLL
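Compounds were pin-transferred onto hKGA, after which L-glutamine (1 mM solution) and a detection mix of glutamate oxidase, HRP and Amplex Red were added. Initial and 30 min RT fluorescence reads were collected.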
Tb PGK inh = T. brucei PGK inhibition; P07378; PGK/GAPDH coupled, Kinase-Glo luminescence, 60 min; Potency, µM (highest dose often 57.5 µM), for the others: top-dose activity change, negative = inhibition, most hits filed as inhibitors; 0.043% of 380,000 active; AID 602233; further: on the % scale 0 is the no-effect control and ±100 the full control effect; nearly all actives have a fitted effect of over 60% in size
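Luminescent ATP detection (Kinase-Glo Plus) follows a 60-minute room-temperature incubation, with wells lacking PGK as controls. Buffer: 100 mM TEA (pH 7.6), 5 mM MgCl2, 0.01% Tween-20. Coupling enzyme GAPDH (100 nM final) supplies unstable 1,3-BPG in-well.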
HP1b binding inh = HP1-beta chromodomain-methylated histone interaction inhibition; 0.56% of 390,000 active; P83916; AlphaScreen HP1-beta / biotin-H3K9me3 peptide binding; Potency, µM (highest dose often 114 µM), inactives show top-dose activity change, negative = inhibition, most hits filed as inhibitors; further: nearly all actives have a fitted effect of over 70% in size; inactives centre near 23
Target sequence (P83916 whole entry, looked up): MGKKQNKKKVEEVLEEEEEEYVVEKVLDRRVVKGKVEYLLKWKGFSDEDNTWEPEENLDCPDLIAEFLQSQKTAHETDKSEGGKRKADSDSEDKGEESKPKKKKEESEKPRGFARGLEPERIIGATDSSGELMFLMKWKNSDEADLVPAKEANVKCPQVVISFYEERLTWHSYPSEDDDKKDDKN
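Compound inhibition of the preformed complex between 50 nM HP1-beta and 50 nM biotinylated H3K9me3 peptide was read by AlphaScreen. Buffer was PBS pH 7.4 with 0.01% Tween-20. Incubations ran 30 min at room temperature, with 10 ug/mL donor/acceptor beads.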
Starred values were filed as active, the others as inactive; i = inactive; ? = inconclusive; / = no result given; & = joins results of further samples; ! = not active in a repeat; [ ] = another dose, or the depositor's remark. Unless noted, the call rests on the fitted dose curve; in most records, active means well fitted curve in the direction sought with a large enough effect; inconclusive means small, poorly fitted or top-dose-only effect, or another doubt; inactive means no such curve, though single readings can be large; an effect the other way counts as inactive or inconclusive. Potency means the concentration at half of the fitted maximal effect.

Under each structure – BLM helicase inh | BAZ2B inh | Pin1 inhibitor | JMJD2A Tudor | G9a block | Pol iota inh | GLS inh | Tb PGK inh | HP1b binding inh
O=C(Nc1ccc(F)cc1Cl)c1cnc(N2CCOCC2)c2ccccc12
  0% | 1% | -1% | -4% | 26%[59 µM] | -25% | 9% | i | 28%[57 µM]
Cc1noc(C)c1C(=O)Nc1cc(Cl)ccc1N1CCOCC1
  / | -5% | -8% | -5% | -10%[12.7 µM] | ? | -1% | -2% | 32%
CN1CCN(C(=S)c2ccc(Br)cc2)CC1
  1% | -10% | 0% | -24% | 20µM* | 50%[activator] | 5% | 13% | -21%
O=C(CSc1nnnn1-c1ccccc1)c1ccc(O)cc1O
  -3% | -24% | 3% | -2% | -10% | 7% | 15% | -15% | 30%
CC(=O)c1ccc(N2CCN(C(=O)CCC(=O)Nc3ccc4nc(N5CCCCC5)cc(C)c4c3)CC2)cc1
  0% | 5% | 7% | 0% | 2%[59 µM] | 5% | -6% | -5% | 35%
CC(C)c1cc(C(=O)N2CCCC(N3CCN(c4ccc(F)cc4)CC3)C2)no1 (configuration not stated)
  0% | -16% | -4% | -29% | -11% | 46%[activator] | 22% | i | 25%
Cn1ccnc1CN1CCCCC1C(=O)Nc1ccc(Oc2cccnc2)cc1 (configuration not stated)
  1% | -21% | -2% | -11% | / | 1% | -6% | -3% | 49%[activator]
COc1ccc(NC(=O)CSc2nc3sc4c(c3c(=O)n2-c2ccc(OC)cc2)CCN(C)C4)cc1
  1% | -29% | -6% | ? | ? | 3% | -21% | -4% | -21%
O=C(Nc1cccc(Cl)c1Cl)c1ccncc1
  -1% | -4% | 4% | 6% | -1%[59 µM] | 4% | -22% | -2% | 43%[activator]
CCOc1ccccc1OCC(O)CNC (configuration not stated)
  0% | 2% | ? | 3% | 10%[59 µM] | 0%[58.9 µM] | 0% | i | 20%
CCn1c(CC(=O)Nc2ccccc2F)nnc1SCC(=O)N1CCN(c2ccccc2)CC1
  0% | 0% | -2% | -14% | 22%[59 µM] | 22% | -12% | 5% | 22%
O=C(NNC1=NS(=O)(=O)c2ccccc21)c1ccccc1
  1% | -26% | -6% | -9%[11.4 µM] | 15% | 7% | 17% | -7% | 17%
c1ccc(Cc2ccc(OCCn3cncn3)cc2)cc1
  -2% | -2% | 4% | 4% | -34% | 8% | 7% | 8% | 47%[activator]
CCCSc1nc2sc3c(c2c(=O)n1-c1ccc(C)cc1)CCCC3
  0% | 1% | 0% | -17% | -3%[59 µM] | ? | -7% | 0% | 23%
Cc1ccc(S(=O)(=O)Cc2ccc(C(=O)N3CCC(C(N)=O)CC3)o2)cc1
  0% | -13% | -7% | 3% | ? | -14% | -7% | 0% | 11%
CC(=O)Nc1nonc1-c1nnc(SCC(=O)Nc2cccc(F)c2)n1-c1ccccc1
  -4% | -15% | -4% | -15% | 3%[59 µM] | 42%[activator] | 1% | -5% | 13%
COc1ccc(NC(=O)CN(C)C(=O)c2ccc(OCc3ccccc3)c(OC)c2)cc1
  / | 7% | 12% | -15% | 8%[0.501 µM] | 27% | -1% | 3% | 12%
COc1ccc(C2C3C(C)=NN=C3CC(C)(O)C2C(C)=O)cc1 (configuration not stated)
  -4% | -31% | 7% | -3% | -8%[59 µM] | 33%[activator] | 1% | 5% | 17%
COc1ccc(Br)cc1C1Nc2cccc3cccc(c23)N1
  -10% | 45µM* | 2% | ? | -6%[0.501 µM] | 53%[activator] | -6% | -5% | -17%
O=C(CN1C(=O)C2C3C=CC(C3)C2C1=O)Nc1nc2ccccc2[nH]1 (configuration not stated)
  -1% | -35% | -4% | 11µM* | 79µM* | 0% | -10% | i | 6%
Cc1nc(NC(=O)COC(=O)C(NC(=O)c2ccco2)C(C)C)c(Cl)cc1Cl (configuration not stated)
  -3% | -7% | -1% | -12% | ? | 14% | 2% | 3% | 26%
O=C(OCN1C(=O)c2ccccc2C1=O)c1ccc(Cl)nc1
  2% | 3% | -2% | -4% | -2% | 19% | 0% | 14% | 9%
CCOC(=O)c1cc(NC(=O)Nc2cc(C)ccn2)c(C)nc1C
  2% | -9% | 18% | -35% | 1% | 56%[activator] | -1% | -1% | 1%
COC(=O)c1ccc(Cl)c(NC(=O)CN(c2ccc(OC)c(OC)c2)S(C)(=O)=O)c1
  1% | 5% | 5% | -17% | 30%[59 µM] | -9% | -1% | -7% | 14%
O=C(O)COc1ccc(C=C2SC(=S)N(c3ccccc3)C2=O)cc1
  / | / | 0% | -35% | / | ? | 1% | 0% | 1%[57 µM]
CC1C(=O)Nc2ccc(S(=O)(=O)N3CCN(c4cccc(C(F)(F)F)c4)CC3)cc2NC1=O (configuration not stated)
  -10% | -7% | 2% | -10% | -4% | 35µM* | 4% | -3% | 14%
O=C(NNC(=O)C1CCN(C(=O)Nc2ccccc2)CC1)c1ccc(F)cc1
  / | -11% | 2% | -8% | 15%[59 µM] | -11% | -7% | 0% | 36%
Cc1ccc(NC(=O)CSc2nc(-c3ccco3)cc(C(F)(F)F)n2)cc1C
  1%&4% | -2%&11% | -2%&0% | -11%&-11% | 8%&9%[59 µM] | 16%&14% | -7%&-6% | -5%&-1% | 16%&23%
Cc1cccc(C)c1OCC(=O)Nc1ncn[nH]1
  -1%&1% | 50µM* | -1%&0% | ? | 14µM*! | 15%&17% | -1%&-9% | 7%&-4% | 29%&41%
COc1ccc(-c2cc(C(F)(F)F)nc(SCC(N)=O)n2)cc1
  6% | 8% | -10% | -20% | -36%[59 µM] | 31%[activator] | 1% | -7% | 34%
N#CCCN(C(=O)COC(=O)Cc1ccc(Br)cc1)c1ccccc1
  -2% | -2% | -6% | -10% | -24% | -2% | 3% | -2% | 29%
CN(C)C(=O)c1ccc2c(c1[N+](=O)[O-])C(=O)c1ccccc1C2=O
  -5% | -3% | ? | -22% | ? | 2% | -3% | -2% | 44%[activator]
Fc1ccc(NC(=S)N2CCc3ccccc32)cc1
  -3% | 8% | -4% | -12% | / | -10% | 18% | i | 31%
Cc1cc(NC(=O)Nc2cc(Cl)sc2Cl)no1
  -4% | 0% | 8% | -8% | 4% | 127%[activator] | 0% | -3% | -1%
CC1(c2ccncc2)Nc2ccccc2-c2nc3ccccc3n21 (configuration not stated)
  2% | -2% | -1% | -11% | 5%[59 µM] | 16% | -12% | -1% | 28%
COc1ccc(CCNC(=S)N2CCC(Cc3ccccc3)CC2)cc1OC
  -3% | ? | 1% | -28% | -14% | 146%[activator] | 1% | -9% | 3%
CCC(C)N1CC(C(=O)O)CC1=O (configuration not stated)
  -2% | 7% | 4% | -14% | -10%[12.7 µM] | ? | 1% | -2% | 1%
COc1cc([N+](=O)[O-])cc(CN2CCCCC2)c1O
  0% | ? | 8% | -14% | -15%[59 µM] | -19% | 34%[activator] | -8% | 5%
CC(C)OC(=O)Cn1c(=O)oc2ccccc21
  -1% | 8% | -8% | -1% | -2%[12.7 µM] | 38%[activator] | 3% | -3% | 39%[activator]
Cc1ccc(NC(=O)COC(=O)CN2C(=O)NC3(CCCC3)C2=O)cc1Cl
  / | 4% | -4% | -8% | 10%[2.33 µM] | 24% | 4% | -3% | 27%
O=C1C=CC(=O)N1c1ccc2ccccc2c1
  / | / | -5% | 18µM* | / | 14% | 12% | -5% | ?
Cc1ccc(-c2nnc(Nc3cccc(O)c3)c3ccccc23)cc1S(=O)(=O)NCC1CCCO1 (configuration not stated)
  -9% | -18% | 4% | -30% | -34%[59 µM] | -4% | 35%[activator] | i | 5%
CC(=O)c1cccc(S(=O)(=O)N2CCC(C(=O)Nc3cccc(C(=O)NC4CC4)c3)CC2)c1
  / | 5% | -3% | -2% | 10%[12.7 µM] | 7% | -2% | 3% | 29%
COC(=O)c1nn(-c2ccc(Cl)cc2)c(=O)cc1Sc1ccccn1
  -3% | -6% | 2% | 1%[57.1 µM] | / | 10% | 1% | -3% | 35%
Cc1ccccc1C(c1c(C)n(C)n(-c2ccccc2)c1=O)c1c(C)n(C)n(-c2ccccc2)c1=O
  0% | 1% | -2% | -4% | 1%[59 µM] | -15% | -11% | -9% | 42%[activator]
Cc1ccc(S(=O)(=O)/N=C(/Nc2nc(C)cs2)c2ccccc2)cc1
  / | / | 2% | -28% | / | 9% | 1% | i | 17%
COc1ccc(-c2[nH]ncc2CN(C)Cc2cc(C)[nH]n2)c(F)c1
  0% | 3% | 2% | ? | 0%[0.501 µM] | 1% | 8% | -5% | 10%
Nc1nonc1-n1nnc(C(=O)N/N=C/c2cccs2)c1CSc1ccccc1
  -6% | -7%[57.1 µM] | 2% | -19% | 64%[activator] | ? | 3% | 1% | 72%[activator]
CCc1cc(=O)oc2c(C)c(OCC(=O)Nc3ccc(S(=O)(=O)N(CC)CC)cc3)ccc12
  -6% | -1% | 5% | -9% | 3%[59 µM] | ? | 18% | 7% | 37%
COc1cc(OC)c(S(=O)(=O)N2CCN(C(=O)c3ccccc3F)CC2)cc1NC(C)=O
  0% | -1% | 4% | -3% | 14% | 31%[activator] | 4% | 5% | 18%

Other compounds:
Under each structure – BLM helicase inh | BAZ2B inh | Pin1 inhibitor | JMJD2A Tudor | G9a block | Pol iota inh | GLS inh | Tb PGK inh | HP1b binding inh
CCC(C)c1ccccc1OCCCCN1CCCC1 (configuration not stated)
  -7% | ? | -3% | 3.2µM* | ? | 39%[activator] | 3% | -9% | -11%
CCCCN(C(=O)c1ccc(NC(=O)C(C)C)cc1)c1ccccc1
  2% | -17% | -4% | 6% | 20% | -6% | -3% | 1% | 33%
Cc1ccc(NC(=O)CSc2nc3ccc(NC(=O)c4cccc(Cl)c4)cc3s2)c(C)c1
  0% | -2% | -5% | -9% | -13%[59 µM] | 23% | -4% | i | 4%
COc1ccc(Cn2c(O)c(C=Nc3ccc(OC)cc3)c3ccccc3c2=O)cc1
  -22% | -30% | ? | -31% | -10%[59 µM] | 14% | 1% | -4% | 2%
Cc1cccc2[nH]c(SCC(=O)N3CCOCC3)nc12
  1% | -1% | 1% | 0% | / | -9% | -1% | -12% | 48%[activator]
O=c1c(C=NCc2ccccc2)c(NCc2ccccc2)nc2ccccn12
  -7% | 9% | 12% | 21% | / | -17% | 13% | -2% | 46%[activator]

The list is partial; rates above refer to the full screens.
